Source: PubChem BioAssay (several laboratories)
MEX-5 binding = C. elegans MEX-5 TCR-2 RNA binding activity. Q9XUB2. MEX-5/FITC-TCR2 RNA binding, fluorescence polarization; hits give low values. activity score (negative = inhibition of binding), % at 10 µM. hit rate 0.38% among 300,000. AID 1832;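 active = inhibition past about -25% in most replicates, and total fluorescence under double the plate's negative control median, limit read from the data; inconclusive = replicates evenly split on the limit, or fluorescence at least double controls; inactive = too little inhibition in most replicates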;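 also: 0% = DMSO and -100% = 5 µM competing unlabeled TCR2 RNA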
BCLXL inh = blocks human Bcl-xL binding to Bim BH3 peptide; inhibition, % at 10.9 µM; GST-Bcl-xL / FITC-Bim BH3 peptide fluorescence polarization; hit rate 0.7% among 320,000;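 active = inhibition above the mean of all tested compounds plus 3 SD, cutoff set per campaign, cut at about 30% in these data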;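 also: 0% = DMSO wells and 100% = unlabeled Bim-BH3 peptide competitor; inhibitors lower millipolarization by displacing the labeled peptide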
PME-1 primary = PME-1 (human) inhibition; AID 2130; hit rate 0.53% among 320,000; inhibition, % at 5.9 µM; recombinant PME-1, FP-Rh probe fluorescence polarization;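 active = inhibition above the campaign mean of all compounds plus 3 SD, cut at about 26% in these data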;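 also: competitive labeling of PME-1 active site by serine hydrolase directed probe; 0% = PME-1 with DMSO and 100% = wells lacking PME-1 enzyme; inhibitors block probe labeling so polarization falls and inhibition rises; many of its hits are not listed in these tables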
GLD-1 TGE inh = GLD-1-TGE RNA interaction inhibition (C. elegans) | Q17339 | purified GLD-1 + fluorescein TGE RNA, fluorescence polarization | inhibition, % at 5.96 µM | AID 2280 | hit rate 0.44% among 320,000;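 active = percent inhibition above a per-plate cutoff, the plate mean of test compounds plus 3 SD, cut at about 30% in these data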;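 also: 0% = DMSO wells with GLD-1 and probe and 100% = wells lacking GLD-1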
Fam108B inh = blocks mouse Fam108B hydrolase in RBBP9 counter-screen. inhibition, % at 9.51 µM. recombinant Fam108B, FP-Rh probe fluorescence polarization. hit rate 0.33% among 300,000;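 active = inhibition above the screen mean inhibition plus 3 SD, computed separately per campaign, cut at about 18% in these data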;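 also: inhibitors lower polarization as less probe binds the enzyme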
GRK2 inh = human GRK2 inhibition via aptamer displacement; AID 488847; P25098; bead flow cytometry, FAM-aptamer displacement from GRK2; inhibition of aptamer binding, % at 10 µM; hit rate 0.59% among 330,000;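 active = inhibition of aptamer binding above 40%, roughly 3 SD of noise, on plates passing a quality check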;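 also: median bead fluorescence of bound FAM aptamer so fluorescent compounds give negative values; no value below 0 was filed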
Target sequence (P25098 whole entry, looked up): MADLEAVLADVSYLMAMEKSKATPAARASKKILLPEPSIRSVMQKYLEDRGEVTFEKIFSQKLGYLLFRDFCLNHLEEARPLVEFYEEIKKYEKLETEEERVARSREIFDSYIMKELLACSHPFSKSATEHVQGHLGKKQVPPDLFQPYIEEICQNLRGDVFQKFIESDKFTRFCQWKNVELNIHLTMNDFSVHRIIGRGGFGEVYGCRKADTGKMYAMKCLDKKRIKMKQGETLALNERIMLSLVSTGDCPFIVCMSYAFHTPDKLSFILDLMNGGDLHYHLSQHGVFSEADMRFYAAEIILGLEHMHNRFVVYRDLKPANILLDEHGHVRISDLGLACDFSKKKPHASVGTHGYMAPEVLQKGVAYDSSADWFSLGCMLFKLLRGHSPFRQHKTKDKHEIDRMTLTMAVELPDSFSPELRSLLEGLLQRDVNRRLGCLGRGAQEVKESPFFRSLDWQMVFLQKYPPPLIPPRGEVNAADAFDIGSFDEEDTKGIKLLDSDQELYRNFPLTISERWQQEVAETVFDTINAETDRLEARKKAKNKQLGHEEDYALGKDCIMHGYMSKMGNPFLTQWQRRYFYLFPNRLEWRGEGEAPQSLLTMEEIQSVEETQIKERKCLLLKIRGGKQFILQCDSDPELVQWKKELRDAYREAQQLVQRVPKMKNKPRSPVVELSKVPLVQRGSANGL
MCL1 BIM primary = disrupts human MCL1 binding to BIM-BH3 peptide; inhibition, % at 10.9 µM; hit rate 0.68% among 320,000; AID 2057; GST-MCL1 / FITC-Bim-BH3 fluorescence polarization; Q07820;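 active = inhibition above the mean inhibition of all tested compounds plus 3 SD, set per campaign, cut at about 40% in these data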;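 also: 0% = DMSO wells and 100% = unlabeled Bim-BH3 peptide control; higher means more loss of mP so more displacement of Bim peptide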
Target sequence (Q07820 whole entry, looked up): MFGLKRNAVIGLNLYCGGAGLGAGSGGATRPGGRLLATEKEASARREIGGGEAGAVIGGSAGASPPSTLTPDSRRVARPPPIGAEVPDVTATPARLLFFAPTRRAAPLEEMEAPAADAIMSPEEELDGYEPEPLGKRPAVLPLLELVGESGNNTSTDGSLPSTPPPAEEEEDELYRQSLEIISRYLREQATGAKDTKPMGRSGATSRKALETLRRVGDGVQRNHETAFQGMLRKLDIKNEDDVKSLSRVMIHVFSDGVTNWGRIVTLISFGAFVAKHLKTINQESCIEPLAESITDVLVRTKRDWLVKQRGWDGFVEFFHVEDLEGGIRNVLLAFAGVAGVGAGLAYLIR
Efflux pump inh = blocks antifungal efflux pumps in multiplex yeast assay; S. cerevisiae Candida pump triplex, Nile Red efflux; inhibition, % at 10 µM; hit rate 0.44% among 330,000;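 active = plate passing quality check with inhibition over a set limit, or well fluorescence over plate mean plus 4 SD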;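 also: Nile Red retained in pooled yeast measured as flow cytometry median fluorescence; 0% = buffer negative control and 100% = Enniatin B positive control; higher means more Nile Red kept so more efflux inhibition; some compounds called inactive have numbers as strong as hits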
VLA-4 inh = inhibition in a human VLA-4 binding assay. P13612. VLA-4 expressing cells, ligand binding flow cytometry. inhibition, % (about 7 µM as worked out from the volumes in the protocol). hit rate 0.2% among 330,000; in the data active = inhibition above about 50%
* marks the source's active call; other numbers are inactive results; ? = inconclusive; / = not tested or not shown. Only part of the results is shown; count on the stated rates, not on these rows.

Each structure is followed by: MEX-5 binding | BCLXL inh | PME-1 primary | GLD-1 TGE inh | Fam108B inh | GRK2 inh | MCL1 BIM primary | Efflux pump inh | VLA-4 inh
CC1(C)Cc2cccc(OCC(=O)N3CCN(c4ccc(F)cc4)CC3)c2O1
    -1.6 | 7 | 2 | 3 | 0 | 2 | 5 | -0.1 | 12
Cc1cc(C(=O)NN=C(CCC(=O)O)c2cccs2)c(C)o1
    / | / | / | 0 | / | 0 | / | -0.1 | -8
O=C(C[n+]1ccccc1)Nc1ccc(Oc2ccccc2)cc1
    0.4 | 5 | -3 | 2 | 2 | 0 | -2 | 0.1 | -2
Cc1oc(-c2ccccc2)nc1CS(=O)CC(=O)NC1CCCCCC1 (stereo not given)
    / | 4 | 5 | -3 | 0 | 0 | 0 | 0.3 | 2
CCN(CC(=O)Nc1ccc(C(=O)Nc2ccc(OC)cc2)cc1)Cc1nc2ccccc2c(=O)[nH]1
    -0.7 | -7 | -6 | -9 | -2 | 0 | 5 | 0.1 | 2
COc1cc2c(C)nc(C)c(C#N)c2cc1OC
    -14 | 1 | 4 | 3 | 5 | 10 | -2 | 0.3 | 1
CCCCc1ccc(NC(=O)Nc2cc(C)nn2C)cc1
    1.2 | 5 | 4 | -6 | 3 | 2 | 68* | 0.1 | 5
Cc1ccc(C)c(NC(=O)c2cc(S(=O)(=O)N3CCCCC3)c[nH]2)c1
    0.6 | 0 | -6 | -1 | 0 | 9 | -2 | 0.0 | 35
CCc1ccc(C(=O)Nc2cc(S(=O)(=O)N3CCOCC3)ccc2N2CCOCC2)cc1
    / | / | / | 1 | / | 0 | / | 0.3 | 20
Cn1c(N)c(C(=O)CSc2nc3ccccc3c(=O)n2CCCN2CCOCC2)c(=O)n(C)c1=O
    -4.7 | -2 | -3 | 5 | 4 | 0 | -10 | 0.0 | 4
CCCC(=O)N(Cc1cc(=O)[nH]c2ccccc12)c1ccc(C)cc1
    2.8 | 2 | 5 | -6 | -1 | 0 | 5 | 0.0 | 5
COc1ccc(C(=O)OCC(=O)Nc2cc(S(=O)(=O)N3CCOCC3)ccc2N2CCCC2)cc1
    -2.8 | 1 | 25 | 5 | -1 | 0 | -1 | 0.1 | 8
COc1ccc(Cl)cc1S(=O)(=O)N1CCCC(C(=O)NCc2ccccn2)C1 (stereo not given)
    2.8 | 3 | 0 | 6 | 1 | 0 | 7 | -0.1 | 1
Cc1nc(-c2cccc(C(F)(F)F)c2)sc1C(=O)O
    -1.8 | 8 | -3 | -6 | -2 | 9 | -4 | 0.1 | 5
CC(Sc1nnnn1-c1ccccc1)C(=O)Nc1ccc(N2CCN(C)CC2)cc1 (stereo not given)
    1.0 | 0 | -1 | 1 | -1 | 0 | -3 | 0.1 | 102*
COc1ccc(NC(=O)CSc2nnc3ccc(-c4cccnc4)nn23)c(OC)c1
    -0.3 | 4 | 5 | 0 | 0 | 4 | -2 | 0.5 | 10
CC(=O)Nc1ccc(S(=O)(=O)Nc2ccc(N3CCOCC3)cc2)cc1
    0.5 | 2 | 4 | 0 | -10 | 0 | 3 | 0.1 | 1
COc1ccccc1C(=O)NC(=S)/C=C1/N(C)c2ccccc2C1(C)C
    / | 15 | 6 | 6 | -3 | 27 | 13 | 0.3 | 0
COc1ncc(-c2ccc3c(c2)S(=O)(=O)c2cccc(C(=O)O)c2C3=O)cn1
    / | 16 | -3 | 3 | / | 5 | 13 | 0.0 | 4
COc1ccc(N(C(=O)c2ccc(Br)o2)C2C=CS(=O)(=O)C2)cc1 (stereo not given)
    -0.8 | 3 | 4 | -5 | 3 | 1 | 4 | -0.2 | 7
CN1CCN(C(=O)c2cccc(-c3cc(O)c4ncccc4c3)c2)CC1
    / | / | / | 4 | / | 24 | / | -0.2 | 1
CCOC(=O)/C(C#N)=C/c1c(N2CCN(Cc3ccc4c(c3)OCO4)CC2)nc2c(C)cccn2c1=O
    3.4 | 1 | 4 | -4 | -5 | 5 | 0 | 0.0 | 0
Cc1nn(-c2ccccn2)c(N)c1N=O
    -0.8 | 2 | 2 | 0 | -2 | 1 | 1 | 0.2 | 7
O=C(NCC(c1cccs1)N1CCOCC1)C1CCN(S(=O)(=O)c2cccc(C(F)(F)F)c2)CC1 (stereo not given)
    -1.6 | 4 | 5 | 4 | 0 | 0 | 1 | -0.1 | -5
CCN(CC)c1ccc(NC(=O)CSc2nc3ccccc3c(=O)[nH]2)cc1
    -1.1 | 1 | -1 | 1 | 7 | 2 | 2 | -0.1 | 1
N#CC1=C(SCC(=O)Nc2nccs2)NC(=O)CC1c1ccccc1 (stereo not given)
    1.3 | 9 | 4 | 4 | -1 | 1 | 15 | -0.2 | 13
OCCC1CN(Cc2ccccc2-c2ccco2)CCN1Cc1ccccc1 (stereo not given)
    2.1 | 5 | -3 | 9 | 6 | 0 | 8 | -0.2 | -7
COc1ccc(CCNC(=O)c2cc(S(=O)(=O)N(C)c3ccccc3)ccc2Cl)cc1
    3.8 | 2 | 2 | 1 | -4 | 0 | 0 | 4.1 | -2
CCN(CC(=O)NCc1ccc(Cl)cc1)C(=O)c1oc2ccccc2c1C
    -1.3 | -2 | -1 | 11 | -4 | 3 | -5 | -0.1 | 2
Cc1ccc(NCc2ccccc2O)c(C)c1
    0.1 | 3 | 0 | -1 | 4 | 2 | 0 | 0.2 | 5
CCOC(=O)CCN(c1ccccc1)S(=O)(=O)c1ccc(-c2ccc(=O)[nH]n2)s1
    -0.6 | -2 | 2 | -4 | 0 | 3 | -3 | -0.2 | -2
O=C1SC(SCc2ccccc2)=N/C1=C\c1ccco1
    -0.3 | 20 | -10 | 6 | 11 | 3 | 43* | -0.1 | -3
CCCN(C1CCS(=O)(=O)C1)S(=O)(=O)c1cc(OC)ccc1OC (stereo not given)
    / | 1 | 3 | 1 | / | 2 | 6 | 0.0 | -1
NCC(c1ccc(Cl)cc1Cl)c1c[nH]c2ccccc12 (stereo not given)
    3.0 | 7 | 2 | -4 | 2 | 0 | 1 | 0.1 | 17
Cc1nnc(SCC(=O)Nc2nccs2)s1
    1.9 | 6 | 9 | 14 | 5 | 2 | 10 | 0.1 | 6
COC(=O)CNc1cccc(C(F)(F)F)c1
    ? | 6 | -6 | 3 | 4 | 0 | 3 | 0.1 | 12
CCN=C1SC(C(N)=O)CC(=O)N1CC (stereo not given)
    0.1 | 5 | -7 | 4 | -2 | 5 | 12 | -0.1 | 9
Cc1cc(C)cc(-n2nnnc2SCC(=O)Nc2nc(-c3ccc(F)cc3)cs2)c1
    -0.4 | 2 | 0 | 4 | 0 | 0 | 4 | -0.1 | 0
COc1ccc(CCN(C)C2CCCN(S(=O)(=O)c3ccccc3F)C2)cc1OC (stereo not given)
    -0.1 | / | / | / | / | 1 | / | -0.1 | -1
Cc1ccc2nc(C3CCN(CC(=O)N4CCCCCC4)CC3)[nH]c2c1
    0.2 | -2 | 5 | 1 | 6 | 0 | 3 | 0.1 | 7
CN(CCc1cnn(C)c1)C(=O)C1CCC(=O)N(CC2CCCCC2)C1 (stereo not given)
    -0.3 | 8 | 3 | -5 | -3 | 1 | -5 | -0.1 | 12
CN(c1ccccc1)S(=O)(=O)c1ccc(C(=O)OCC(=O)NCc2ccco2)cc1
    -1.8 | 4 | -6 | -3 | -3 | 0 | 3 | 0.0 | -2
Cc1ccccc1-n1nc(C(=O)O)c(C)c(C#N)c1=O
    -1.2 | 8 | 4 | 14 | 2 | 1 | 10 | -0.1 | 0
CCOc1cc(N2CCOCC2)c(OCC)cc1NC(=O)C(NC(=O)c1ccco1)C(C)C (stereo not given)
    0.0 | 7 | -8 | -6 | -3 | 0 | -1 | 0.0 | 2
OC1(c2ccccc2F)CCN(Cc2nnc(-c3ccccc3)o2)CC1
    0.9 | 1 | -1 | 0 | -6 | 3 | -5 | 0.1 | -11
NC1=NC(=O)C2(COC(c3ccncc3)OC2)S1 (stereo not given)
    -0.6 | 0 | -2 | 0 | 0 | 0 | -5 | 0.0 | -1
CCOc1cc(/C=C2/C(=N)N3C(=NC2=O)SN=C3S(=O)(=O)CC)ccc1OC(=O)c1ccco1
    / | -6 | -2 | 1 | 1 | 0 | -8 | 0.0 | 4
N#CCC(=O)Nn1c(=S)[nH]c2ccccc2c1=O
    2.0 | 9 | -3 | -6 | -1 | 1 | 12 | 0.0 | 6
Cc1ccc2c(Cl)c(C)c(N3CCCC3)nc2n1
    -4.0 | 9 | 1 | 1 | 3 | 4 | 6 | 0.0 | 17
Cc1cccc(C(=O)Nc2nccs2)c1[N+](=O)[O-]
    0.1 | 1 | -3 | 4 | -1 | 0 | -2 | 0.4 | 21
CC(NC(=O)C1CC1)c1ccc(-c2ccccc2)cc1 (stereo not given)
    -0.2 | 2 | -5 | 4 | 1 | 0 | 6 | -0.1 | 9
Cc1cccc(Cn2c(-c3ccc[nH]c3=O)nc3ccccc32)c1
    0.5 | -1 | -2 | 1 | -3 | 0 | 4 | 0.2 | 2
CCCn1nc(C(=O)OCC(=O)c2ccc3c(c2)NC(=O)CO3)c2ccccc2c1=O
    / | 9 | -1 | 8 | -3 | 0 | 4 | -0.1 | 12
CCOC(=O)C1=C(C)Nc2ncnn2C1c1cc(Br)ccc1F (stereo not given)
    -2.6 | -1 | -1 | 10 | -1 | 6 | 4 | 0.0 | 1
CCOP(=O)(OCC)C(NC(=O)Nc1ccc(Cl)cc1)C(N)=O (stereo not given)
    -0.6 | 4 | 3 | 1 | -9 | 0 | -1 | -0.2 | 2
COc1ccccc1/C=N/NC(=O)Cn1cnc([N+](=O)[O-])n1
    -0.8 | -1 | 3 | -10 | 2 | 2 | -2 | 0.2 | -1
Cc1cccc(-c2nnc(SCC(=O)Nc3cc(C)on3)n2C)c1
    -4.5 | -6 | 9 | -1 | 0 | 0 | -4 | 0.1 | 12
Cc1ccc(-c2cc(C(F)F)nc3sc4c(=O)[nH]cnc4c23)cc1
    / | 2 | -2 | 4 | / | 2 | -7 | -0.2 | -11
CCc1ccccc1NC(=O)CCS(=O)(=O)c1ccc2c(c1)CCCN2C(C)=O
    -3.4 | 0 | -7 | 1 | -2 | 61* | 4 | 0.4 | 5
CCOc1ccc(CN2CCN(Cc3nc4c(s3)CCCC4)CC2CCO)cc1 (stereo not given)
    -1.3 | 8 | 0 | 5 | 2 | 2 | 8 | 0.1 | -8

Continued.
Each structure is followed by: MEX-5 binding | BCLXL inh | PME-1 primary | GLD-1 TGE inh | Fam108B inh | GRK2 inh | MCL1 BIM primary | Efflux pump inh | VLA-4 inh
CCOc1cc2[nH]c(=O)n(CCc3ccc(OC)c(OC)c3)c(=O)c2cc1OCC
    -3.3 | 4 | 2 | -1 | 4 | 0 | 10 | -0.1 | -2
COc1ccc(NC(=O)c2ccc3c(SCC(=O)O)c4c(nc3c2)CCCC4)cc1Cl
    -0.2 | 8 | -101 | 3 | -27 | 2 | 1 | -0.1 | 2
Brc1cc2c(cc1Br)OCCOCCOCCOCCO2
    2.2 | 4 | -1 | 5 | 2 | 1 | -1 | 0.0 | 15
CCOc1ccc(/C=N/NC(=O)c2cc(-c3ccccc3)nc3ccccc23)cc1O
    -1.7 | 6 | -5 | 1 | 4 | 4 | -5 | 0.0 | -26
Cc1cccc(N2C(=O)CN(Cc3cccs3)C2=S)c1
    1.0 | -1 | 1 | 4 | -1 | 1 | 3 | -0.1 | -5
